CAL PDZ FP-1 – inhibitors of human CAL PDZ peptide binding; purified CAL PDZ, TMR-peptide fluorescence polarization, 1 h; AID 602252; 0.92% of 300,000 active; Q9HD26; inhibition, % at 24.9 µM;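 active = mean inhibition of at least 30% with at least half of replicates also reaching 30%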;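 also: 0% = DMSO neutral control and 100% = excess unlabeled competitor peptide PRC23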
V-ATPase pHluor – regulators of yeast V-ATPase proton transport; S. cerevisiae, pHLuorin cytosolic pH fluorescence; response, % at 10 µM; 0.37% of 350,000 active; in the data active = response mostly above about 7.3%, no sharp cut-off; inactive = mostly below about 5.4%; also: actives read high; inactives centre near 0; some compounds called inactive have numbers as strong as hits; reference of the scale not given here
DAGLB inh – diacylglycerol lipase beta (human) inhibition; Q8NCG7; HEK293T DAGLB membrane lysate, EnzChek fluorogenic substrate; inhibition, % at 5.17 µM; 0.059% of 340,000 active; AID 504411; in the data active = inhibition above about 34%;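 also: 0% = enzyme with vehicle and 100% = wells lacking enzyme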
Target sequence (Q8NCG7 whole entry, looked up): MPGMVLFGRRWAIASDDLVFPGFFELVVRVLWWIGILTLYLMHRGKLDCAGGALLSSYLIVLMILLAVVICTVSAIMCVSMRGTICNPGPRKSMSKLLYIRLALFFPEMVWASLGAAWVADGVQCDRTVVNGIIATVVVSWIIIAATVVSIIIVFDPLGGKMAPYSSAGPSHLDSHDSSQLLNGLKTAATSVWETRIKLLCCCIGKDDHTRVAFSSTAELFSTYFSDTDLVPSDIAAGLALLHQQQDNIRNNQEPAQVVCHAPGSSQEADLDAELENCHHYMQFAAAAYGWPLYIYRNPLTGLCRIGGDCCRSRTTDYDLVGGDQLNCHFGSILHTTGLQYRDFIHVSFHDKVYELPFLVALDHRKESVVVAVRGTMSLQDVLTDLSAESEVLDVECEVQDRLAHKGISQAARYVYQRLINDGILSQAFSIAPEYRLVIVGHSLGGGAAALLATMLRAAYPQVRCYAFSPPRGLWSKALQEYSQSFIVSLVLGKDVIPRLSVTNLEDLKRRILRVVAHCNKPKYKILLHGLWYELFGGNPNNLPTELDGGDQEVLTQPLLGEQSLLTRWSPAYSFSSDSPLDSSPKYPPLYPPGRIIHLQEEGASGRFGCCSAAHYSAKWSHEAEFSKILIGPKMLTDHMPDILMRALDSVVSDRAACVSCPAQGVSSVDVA
CAL PDZ FP-2 – human CAL PDZ-peptide interaction inhibition | Q9HD26 | purified CAL PDZ, TMR-peptide fluorescence polarization, 1 h | inhibition, % at 20 µM | 0.02% of 330,000 active | AID 504414;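 active = highest replicate inhibition of at least 40%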;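 also: plate controls were DMSO neutral control wells for no effect and unlabeled competitor peptide control wells for full effect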
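Material: tagged CAL PDZ domain; buffer or medium: 25 mM sodium phosphate pH 7.4, 150 mM NaCl, TCEP, IgG, Thesit; compound dosing: single point, 20 µM; schedule: 1 h incubation at room temperature before polarization reading; measured by: FP readout, S and P plane fluorescence; read-out basis: percent inhibition from loss of millipolarization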
Cardiac RTF inh – cardiac RTF calcium desensitization. IANBD-labeled cardiac RTF, Ca2+ fluorescence. inhibition, % at 7.15 µM. 0.12% of 340,000 active;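 active = inhibition above the mean inhibition of all tested compounds plus 3 SD, cut at about 17% in these data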;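 also: assay run at fixed EC70 calcium of 1.6 mM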
C-LANA FP – inhibitors of KSHV LANA C-terminal domain DNA binding; MBP-C-LANA/FAM-LBS DNA binding, fluorescence polarization; inhibition, % at 9 µM; 0.078% of 340,000 active;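 active = highest replicate inhibition at or above 60% at 9 µM, even if other replicates fall short; inactive = all replicates below 60% inhibition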;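 also: 0% = neutral control wells and 100% = 4 µM acridine orange control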
NSD2 inh – blocks human histone methyltransferase NSD2; O96028; AID 743445; inhibition, % at 12.5 µM; 0.54% of 310,000 active; NSD2 peptide methylation, AlphaScreen, 120 min; in the data active = inhibition above about 50%
Arrestin-AP2 inh – human beta-arrestin and AP2 interaction inhibition; AID 504490; FITC-arrestin peptide / GST-AP2 beads, flow cytometry; AP2 beta2 appendage carries R879A mutation; 0.31% of 340,000 active; inhibition, % at 10 µM;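 active = inhibition above a set limit, near 3 SD of compounds lacking own fluorescence, cut at about 54% in these data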;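 also: plate controls were DMSO wells for no effect and 5 µM unlabelled arrestin peptide for full effect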
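System: GST-AP2 R879A glutathione beads. Medium: PBS with 0.05% Tween 20 and 0.1% BSA. Also added: FITC-arrestin peptide, 50 nM. Incubation: 12 min plus 1 h, RT. Measured by: high-throughput flow cytometry of beads, ex 488, em 535 nm. Evaluation: percent drop in bead-associated FITC signal.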
Keap1 Nrf2 FP – Keap1-Nrf2 (human) interaction inhibition; Q14145; Keap1 Kelch-Nrf2 peptide fluorescence polarization, 1536-well; inhibition, % at 9.4 µM; 0.15% of 340,000 active; in the data active = inhibition above about 12%;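 also: human Keap1 Kelch domain with fluorescein labeled Nrf2 9mer peptide probe; 0% = neutral control wells and 100% = peptide positive control; higher means more block of Keap1 binding to Nrf2 peptide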
Pemphigus Ab inh – human desmoglein-3 autoantibody binding inhibition. P32926. 0.48% of 310,000 active. binding (percent of control), % at 10 µM. DSG3-coupled beads, scFv-anti-DSG3-GFP binding, flow cytometry; stronger effect = lower value;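 active = binding more than 3 SD below its plate's average and above zero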;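 also: hits lower antibody fragment binding to DSG3; some compounds called inactive have numbers as strong as hits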
Active calls of the source: *; nt = not tested or not shown. A portion of the library; rates above refer to the full screens.

The first 2 compounds as a preview:
SMILES	CAL PDZ FP-1	V-ATPase pHluor	DAGLB inh	CAL PDZ FP-2	Cardiac RTF inh	C-LANA FP	NSD2 inh	Arrestin-AP2 inh	Keap1 Nrf2 FP	Pemphigus Ab inh
O=C(Cn1cnc2c(cnn2-c2ccccc2)c1=O)NC1CCCC1	nt	3	1	-0.4	-6	-0.9	nt	0	-2	98
COC(=O)CNC(=O)CNC(=O)Nc1ccccc1Cl	nt	-2	3	-1.0	-4	1.2	1	0	5	96

The whole of this part, from the first entry:
SMILES	CAL PDZ FP-1	V-ATPase pHluor	DAGLB inh	CAL PDZ FP-2	Cardiac RTF inh	C-LANA FP	NSD2 inh	Arrestin-AP2 inh	Keap1 Nrf2 FP	Pemphigus Ab inh
O=C(Cn1cnc2c(cnn2-c2ccccc2)c1=O)NC1CCCC1	nt	3	1	-0.4	-6	-0.9	nt	0	-2	98
COC(=O)CNC(=O)CNC(=O)Nc1ccccc1Cl	nt	-2	3	-1.0	-4	1.2	1	0	5	96
COc1cccc(CN2CCNC(=O)C2CC(=O)N(Cc2cnn(C)c2)C(C)C)c1 (configuration not stated)	2	1	0	-0.7	-18	2.5	0	-5	0	98
Cc1ccc(C(=O)O/N=C2/CC3CCC2(C)[C@@]3(C)CBr)cc1 (some centres not stated)	-4	0	-12	-2.1	-1	-1.7	-2	22	2	nt
COCCOC(=O)C1=C(C)NC(=S)NC1/C=C/c1ccccc1 (configuration not stated)	0	15	-1	-0.5	-3	0.5	-1	-5	-3	78
CCOC(=O)c1c(-c2ccccc2)oc2cc(Br)c(O)cc12	-3	0	-6	-0.3	1	5.9	-5	32	1	107
C=CCNC(=O)CSc1nnc(-c2cccs2)o1	3	-1	0	-0.8	1	1.2	-1	21	-1	nt
Cc1ccc2cc(CN(C)S(C)(=O)=O)c(=O)[nH]c2c1	4	-4	nt	-0.4	nt	0.6	-6	18	-2	106
N=c1sccn1CC(=O)Nc1cc(Cl)ccc1Oc1ccccc1	0	0	-3	-3.5	-13	-1.1	1	-10	-2	106
Cc1ccc(-n2c(O)c(C=Nc3ccccc3-c3n[nH]c(=S)[nH]c3=O)c3ccccc3c2=O)c(C)c1	-6	-1	18	-0.6	-1	-0.7	36	-10	-9	102
Cc1ccc(S(=O)(=O)N2CCN(C(=O)CSc3ncn[nH]3)CC2)cc1	-3	-4	3	-1.3	-7	0.4	-4	3	0	106
COc1ccc(C2c3ccc4ccccc4c3Oc3ncn(CCCN(C)C)c(=N)c32)cc1 (configuration not stated)	-12	1	0	-6.1	4	-4.2	6	-5	0	117
O=C(/C=C/c1ccc(F)cc1)N1CC[C@@]2(O)CCCC[C@H]2C1	nt	1	-2	0.3	0	2.5	-4	-8	-7	114
Cn1c(C(=O)NN)cc2cc(Oc3ccccc3)ccc21	0	-3	-7	-0.6	-9	-2.5	-1	10	-5	117
COC(=O)c1c(NC(NC(C)=O)C(Cl)(Cl)Cl)sc2c1CCCC2 (configuration not stated)	-1	-2	0	0.0	-1	-1.0	7	-5	-4	97
Cc1nc(C(=O)N2CCC(n3nccc3NC(=O)Nc3ccccc3Cl)CC2)cs1	-5	2	1	-2.7	2	2.2	-5	-16	2	nt
Cc1nc(-c2ccccc2)nc2[nH]c(=O)n(-c3ccccc3)c(=O)c12	-4	2	-4	-0.1	3	0.4	-1	7	-4	93
CCOC(=O)c1ccccc1NC(=O)CN(c1cccc(OC)c1)S(C)(=O)=O	-1	0	-4	-0.8	-4	0.6	-12	-3	-2	97
COc1cc(OC)c(OC)cc1CCC(C)NC(=O)Cc1ccccc1 (configuration not stated)	13	-16	3	-0.6	-5	nt	1	-2	7	102
O=C(O)Cn1nnnc1SCC(=O)Nc1ccc(OC(F)(F)F)cc1	-5	0	-1	-1.1	0	2.4	-2	4	-3	nt
O=C(CNC(=O)c1ccccc1Cl)NC1CCN(Cc2ccccc2)CC1	-3	-4	0	-3.8	4	1.2	9	20	-1	109
Cc1ccc(CCNC(=O)C2CCN(S(=O)(=O)N3CCC4(CC3)OCCO4)CC2)cc1	-17	1	0	-2.9	-2	-4.6	-2	-35	-5	103
COc1ccccc1NC(=O)N1CCCC1C(=O)Nc1ccc2c(c1)OCO2 (configuration not stated)	5	-4	-4	-0.5	14	0.0	-5	19	-3	99
CC1(C2CC2)NC(=O)N(CC(=O)NCC(=O)Nc2ccc(F)c(F)c2F)C1=O (configuration not stated)	-4	6	-1	nt	9	-0.8	0	4	1	94
NC(=O)CC1(c2ccccc2)CCCCC1	nt	5	-3	nt	nt	nt	-3	nt	nt	109
COC(=O)c1ccc(NC(=O)c2ccc3c(c2)OCO3)cc1	-1	1	-5	-2.2	-9	0.6	-5	-6	-3	nt
COc1cccc(C2=NN(C(=O)c3ccco3)C(O)(C(F)(F)F)C2)c1 (configuration not stated)	5	0	-1	-0.5	9	-2.0	2	13	-4	99
Cc1cc(NC(=O)CCC(=O)N(CC(=O)NCC2CCCO2)Cc2ccc(F)cc2)no1 (configuration not stated)	3	-1	-3	-0.6	-3	-0.8	0	23	0	103
COCCN1CCN(C(=O)C2CCC(=O)N(Cc3ccc(Cl)cc3)C2)CC1 (configuration not stated)	-2	-1	-2	-0.4	-1	2.9	-8	-9	2	98
CCOc1ncnc2c1sc1nc(C)cc(C)c12	-4	1	-8	-0.8	3	-1.0	-2	33	-3	nt

Eleven structures from above, sorted by SMILES length, lowest first.
SMILES	CAL PDZ FP-1	V-ATPase pHluor	DAGLB inh	CAL PDZ FP-2	Cardiac RTF inh	C-LANA FP	NSD2 inh	Arrestin-AP2 inh	Keap1 Nrf2 FP	Pemphigus Ab inh
COC(=O)c1ccc(NC(=O)c2ccc3c(c2)OCO3)cc1	-1	1	-5	-2.2	-9	0.6	-5	-6	-3	nt
CCOC(=O)c1c(-c2ccccc2)oc2cc(Br)c(O)cc12	-3	0	-6	-0.3	1	5.9	-5	32	1	107
O=C(O)Cn1nnnc1SCC(=O)Nc1ccc(OC(F)(F)F)cc1	-5	0	-1	-1.1	0	2.4	-2	4	-3	nt
COc1ccccc1NC(=O)N1CCCC1C(=O)Nc1ccc2c(c1)OCO2 (configuration not stated)	5	-4	-4	-0.5	14	0.0	-5	19	-3	99
COc1cccc(C2=NN(C(=O)c3ccco3)C(O)(C(F)(F)F)C2)c1 (configuration not stated)	5	0	-1	-0.5	9	-2.0	2	13	-4	99
CCOC(=O)c1ccccc1NC(=O)CN(c1cccc(OC)c1)S(C)(=O)=O	-1	0	-4	-0.8	-4	0.6	-12	-3	-2	97
Cc1nc(C(=O)N2CCC(n3nccc3NC(=O)Nc3ccccc3Cl)CC2)cs1	-5	2	1	-2.7	2	2.2	-5	-16	2	nt
COc1cccc(CN2CCNC(=O)C2CC(=O)N(Cc2cnn(C)c2)C(C)C)c1 (configuration not stated)	2	1	0	-0.7	-18	2.5	0	-5	0	98
COc1ccc(C2c3ccc4ccccc4c3Oc3ncn(CCCN(C)C)c(=N)c32)cc1 (configuration not stated)	-12	1	0	-6.1	4	-4.2	6	-5	0	117
Cc1cc(NC(=O)CCC(=O)N(CC(=O)NCC2CCCO2)Cc2ccc(F)cc2)no1 (configuration not stated)	3	-1	-3	-0.6	-3	-0.8	0	23	0	103
Cc1ccc(CCNC(=O)C2CCN(S(=O)(=O)N3CCC4(CC3)OCCO4)CC2)cc1	-17	1	0	-2.9	-2	-4.6	-2	-35	-5	103

(more compounds)
SMILES	CAL PDZ FP-1	V-ATPase pHluor	DAGLB inh	CAL PDZ FP-2	Cardiac RTF inh	C-LANA FP	NSD2 inh	Arrestin-AP2 inh	Keap1 Nrf2 FP	Pemphigus Ab inh
CC(C)Cc1nc2n[nH]c(N)c2c2c1COC(C)(C)C2	-2	-3	4	0.3	-6	-3.5	-2	-11	2	98
C(=N\n1cnnc1)/c1ccc2c(c1)OCO2	nt	-3	1	-0.4	-8	1.3	-2	2	4	100
CCC(=O)c1ccc(OCC(=O)OCC(=O)c2cc(C)n(C3CC3)c2C)cc1	-3	0	0	-2.0	0	2.4	2	-2	-1	105
Cc1cccn2c(=O)c(/C=C(\C#N)S(=O)(=O)c3ccccc3)c(N3CCN(c4ccccc4)CC3)nc12	-2	0	0	-0.8	-13	1.2	1	17	-3	nt
CCCC(=O)Nc1ccc(S(=O)(=O)N2CCOCC2)cc1	1	-2	-1	-1.5	-2	0.3	nt	-8	-5	104
CSc1ncc(CN2CCCC(C(=O)c3ccc(C(C)(C)C)cc3)C2)cn1 (configuration not stated)	3	-1	-10	-2.2	-14	-0.2	2	nt	-4	153
Cc1ccccc1OCCOc1ccc([N+](=O)[O-])cc1/C=N/n1cnnc1	-23	1	-2	-1.4	-15	-0.7	0	2	2	84
Cc1c2c(nc3ccccc13)CCC(C(C)(C)C)C2 (configuration not stated)	-2	0	-8	-1.1	0	-0.2	nt	-21	-4	105
COc1ccc(N2CCN(C(=O)Cc3csc(NC(=O)Nc4ccccc4OC)n3)CC2)cc1	-6	4	5	-2.0	-13	-0.1	-3	-3	-2	105
COC(=O)[C@@]12CCCCN1[C@H](c1ccc(-c3ccc(OC)cc3)c(OC)c1)[C@@H]1C(=O)N(C)C(=O)[C@@H]12	1	-4	-3	0.0	-24	-0.2	nt	21	-8	100
O=[N+]([O-])c1nn(-c2ccc3c(c2)OCCO3)n(O)c1=NCc1ccc(F)cc1	nt	1	9	-0.3	-11	0.1	8	7	4	118
O=C1CC(c2cccc([N+](=O)[O-])c2)c2c(ccc3ccccc23)N1 (configuration not stated)	-8	-3	-3	-2.6	-6	-0.6	-44	7	-9	106
COc1ccc(CC(=O)NCCc2cnc[nH]2)cc1	-1	1	1	nt	-1	-1.1	-1	5	-6	104
O=C(COC(=O)CNC(=O)c1cccc(Br)c1)Nc1nnc(-c2ccccc2)o1	-2	-4	1	-0.4	0	1.3	-2	-2	2	nt
Cn1c(C(=O)OC(C(=O)NC2CCCCC2)c2cccnc2)cc2sccc21 (configuration not stated)	-2	0	2	0.0	-15	-2.0	2	-8	-3	105

Screening results as filed in PubChem.
